Salmonella PhoP GFP: PhoP-dependent GFP reporter repression – Salmonella Typhimurium, primary screen (AID 1863); inhibition, % at 50 µM, or IC50 in µM where a hit was titrated; S. Typhimurium PhoP-regulated promoter GFP reporter, 4 h; higher % means a stronger effect; actives 0.16% (n = 300,000);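 active means inhibition over 29.93%, a cutoff 3 SD above the screen mean, later confirmed by dose response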;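 further: 0% = low Mg2+ inducing control and 100% = high Mg2+ repressing control; strong numbers were not always called active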
Active calls of the source: *.

nr	Salmonella PhoP GFP	smiles
1	0%	O=C(CCN1C(=O)C2CC=CCC2C1=O)Nc1cc(C(F)(F)F)ccc1N1CCCC1 (stereo not given)
2	4%	NCCCC[C@@H](C(=O)NCCCCCCCCCCC(=O)N1CCNCC1)n1cc(CCCC(=O)O)nn1
3	-7%	CC1CC(C)(C)CC2(C1)NC(=O)N(CC(=O)NCc1ccccc1F)C2=O (stereo not given)
4	-6%	COc1ccc(C(=O)NCCS(=O)(=O)N2CCc3ccccc3C2)cc1OC
5	-65%	CC(=O)Nc1ccc(NC(=O)C(C)OC(=O)/C(C#N)=C/c2ccc(N(C)C)cc2)cc1 (stereo not given)
6	-5%	O=C(CCc1nc2sc3c(c2c(=O)[nH]1)CCCC3)NCCc1ccccc1
7	9%	CCc1noc(C)c1C(=O)N1CCN(S(=O)(=O)c2ccc(C(C)C)cc2)CC1
8	10%	CCOc1ccc(OCCC(=O)N(CCCOC)c2c(N)n(Cc3ccccc3)c(=O)[nH]c2=O)cc1
9	5%	CCN1C(=O)[C@H]2[C@@H](c3ccc(-c4cccc(Cl)c4)cc3)N[C@@](Cc3ccccc3)(C(=O)OC)[C@H]2C1=O
10	12%	O=C1CC2(CCN(C(=O)c3cccc(F)c3)CC2)Oc2ccccc21
11	-8%	COCCCn1c(SC(C)C(=O)NC2CC2)nc2ccccc2c1=O (stereo not given)
12	-7%	CC(C)(C)C(=O)N1CCN(S(=O)(=O)c2ccc3c(c2)OCCCO3)CC1
13	10%	CC1C(=O)N2CCCc3cc(NC(=O)C(=O)NCCc4ccccc4)cc1c32 (stereo not given)
14	9%	Cc1ccc(C)c(SCC(=O)NCC(c2ccco2)N2CCCCC2)c1 (stereo not given)
15	3%	Cc1ccc(C(=O)C(C)OC(=O)CN2C(=O)NC3(CCCC3)C2=O)cc1C (stereo not given)

(list continues)
nr	Salmonella PhoP GFP	smiles
16	-3%	COc1ccc(NC(=O)c2cccc(S(=O)(=O)NCc3ccco3)c2)c(OC)c1
17	8%	COc1ccccc1NC(=O)Nc1nc(CC(=O)Nc2cccc(F)c2)cs1
18	5%	COc1ccc(S(=O)(=O)NC2CC(=O)N(c3ccc(C)c(C)c3)C2)cc1C (stereo not given)
19	3%	COc1ccccc1CCNC(=O)c1cccc(S(=O)(=O)NCc2ccccc2)c1
20	3%	CC1CCN(C(=O)COC(=O)c2ccc(=O)n(Cc3ccccc3)n2)CC1
21	9%	Nc1nnc(SCC(=O)NCCNC(=O)CSc2nnc(N)s2)s1
22	-8%	O=C(CSc1nnc2ccc(-c3cccnc3)nn12)Nc1ccccc1
23	-2%	CC[C@H](C)Cc1cn([C@@H](CCCCN)C(=O)NCCCCCCCCCCC(=O)N2CCNCC2)nn1
24	8%	CSCCC(NC(=O)c1ccccc1Cl)C(=O)Nc1ccc(C)c(S(=O)(=O)N2CCOCC2)c1 (stereo not given)
25	-5%	Cc1n[nH]c(=O)c2c(NC(=O)COC(=O)Cc3c(F)cccc3Cl)oc(C)c12
26	-6%	C=CCN1C(=O)c2ccc(C(=O)N(C)CC(=O)Nc3ccccc3Cl)cc2C1=O
27	-5%	OC(CN1CCN(c2cccc(Cl)c2)CC1)C(c1ccccc1)c1ccccc1 (stereo not given)
28	-9%	C=CCN1C(=O)c2ccc(C(=O)NCCOc3ccccc3F)cc2C1=O
29	-6%	CC(=O)Nc1ccc(S(=O)(=O)NC2CC(=O)N(c3ccc4c(c3)OCCO4)C2)cc1 (stereo not given)
30	-4%	O=C(COC(=O)C1CC1)Nc1nc(-c2ccc(F)c(F)c2)cs1

Compounds 2 through 27, reprinted for reference:
nr	Salmonella PhoP GFP	smiles
2	4%	NCCCC[C@@H](C(=O)NCCCCCCCCCCC(=O)N1CCNCC1)n1cc(CCCC(=O)O)nn1
3	-7%	CC1CC(C)(C)CC2(C1)NC(=O)N(CC(=O)NCc1ccccc1F)C2=O (stereo not given)
4	-6%	COc1ccc(C(=O)NCCS(=O)(=O)N2CCc3ccccc3C2)cc1OC
5	-65%	CC(=O)Nc1ccc(NC(=O)C(C)OC(=O)/C(C#N)=C/c2ccc(N(C)C)cc2)cc1 (stereo not given)
6	-5%	O=C(CCc1nc2sc3c(c2c(=O)[nH]1)CCCC3)NCCc1ccccc1
7	9%	CCc1noc(C)c1C(=O)N1CCN(S(=O)(=O)c2ccc(C(C)C)cc2)CC1
8	10%	CCOc1ccc(OCCC(=O)N(CCCOC)c2c(N)n(Cc3ccccc3)c(=O)[nH]c2=O)cc1
9	5%	CCN1C(=O)[C@H]2[C@@H](c3ccc(-c4cccc(Cl)c4)cc3)N[C@@](Cc3ccccc3)(C(=O)OC)[C@H]2C1=O
10	12%	O=C1CC2(CCN(C(=O)c3cccc(F)c3)CC2)Oc2ccccc21
11	-8%	COCCCn1c(SC(C)C(=O)NC2CC2)nc2ccccc2c1=O (stereo not given)
12	-7%	CC(C)(C)C(=O)N1CCN(S(=O)(=O)c2ccc3c(c2)OCCCO3)CC1
13	10%	CC1C(=O)N2CCCc3cc(NC(=O)C(=O)NCCc4ccccc4)cc1c32 (stereo not given)
14	9%	Cc1ccc(C)c(SCC(=O)NCC(c2ccco2)N2CCCCC2)c1 (stereo not given)
15	3%	Cc1ccc(C(=O)C(C)OC(=O)CN2C(=O)NC3(CCCC3)C2=O)cc1C (stereo not given)
16	-3%	COc1ccc(NC(=O)c2cccc(S(=O)(=O)NCc3ccco3)c2)c(OC)c1
17	8%	COc1ccccc1NC(=O)Nc1nc(CC(=O)Nc2cccc(F)c2)cs1
18	5%	COc1ccc(S(=O)(=O)NC2CC(=O)N(c3ccc(C)c(C)c3)C2)cc1C (stereo not given)
19	3%	COc1ccccc1CCNC(=O)c1cccc(S(=O)(=O)NCc2ccccc2)c1
20	3%	CC1CCN(C(=O)COC(=O)c2ccc(=O)n(Cc3ccccc3)n2)CC1
21	9%	Nc1nnc(SCC(=O)NCCNC(=O)CSc2nnc(N)s2)s1
22	-8%	O=C(CSc1nnc2ccc(-c3cccnc3)nn12)Nc1ccccc1
23	-2%	CC[C@H](C)Cc1cn([C@@H](CCCCN)C(=O)NCCCCCCCCCCC(=O)N2CCNCC2)nn1
24	8%	CSCCC(NC(=O)c1ccccc1Cl)C(=O)Nc1ccc(C)c(S(=O)(=O)N2CCOCC2)c1 (stereo not given)
25	-5%	Cc1n[nH]c(=O)c2c(NC(=O)COC(=O)Cc3c(F)cccc3Cl)oc(C)c12
26	-6%	C=CCN1C(=O)c2ccc(C(=O)N(C)CC(=O)Nc3ccccc3Cl)cc2C1=O
27	-5%	OC(CN1CCN(c2cccc(Cl)c2)CC1)C(c1ccccc1)c1ccccc1 (stereo not given)

Next results follow.
nr	Salmonella PhoP GFP	smiles
31	-4%	CC1CCC(NC(=O)COC(=O)CSc2ccc(C(N)=O)cc2[N+](=O)[O-])CC1 (stereo not given)
32	5%	COc1ccccc1CNC(=O)COC(=O)c1ccc(-n2cnnn2)cc1
33	-9%	C=CCOc1ccc(/C=C/C(=O)OCC(=O)N2CCCc3ccccc32)cc1
34	0%	CC[C@@H]1Cc2cc(O)ccc2C2=C1c1ccc(O)cc1C[C@H]2CC
35	1%	CN(Cc1cccc(F)c1)C(=O)c1ccc(NS(=O)(=O)c2ccc3[nH]c(=O)[nH]c3c2)cc1
36	9%	CCCNS(=O)(=O)c1cccc(C(=O)NNC(=O)c2cc(C)oc2C)c1
37	-3%	Cc1ccc(-n2nnnc2CNC(=O)c2ccc([N+](=O)[O-])o2)cc1C
38	1%	C/C(=N\NC(=O)c1cccc(S(=O)(=O)N2CCOCC2)c1)c1ccc(OC(F)F)cc1
39	-7%	Cc1cccnc1NC(=O)c1ccc(S(=O)(=O)N2CCCCC2)cc1
40	-8%	Cc1ccc(C(=O)OCc2nc3ccsc3c(=O)[nH]2)o1
41	-9%	COc1ccccc1C(=O)NC(=O)CSc1nncn1C(C)C
42	-6%	O=C(c1ccco1)N1CCN(C(=O)c2ccc(-c3cccc(C(F)(F)F)c3)o2)CC1
43	2%	COc1ccc(CCC(=O)OCC(=O)N(CC(C)C)c2c(N)n(Cc3ccccc3)c(=O)[nH]c2=O)cc1
44	-6%	CC12CCC(=O)N1C(C(=O)Nc1nc(-c3ccc(F)c(F)c3)cs1)CS2 (stereo not given)
45	1%	Cc1cccc(-n2c(SCC(=O)N(C)C3CCS(=O)(=O)C3)nc3ccccc3c2=O)c1C (stereo not given)

Later entries.
nr	Salmonella PhoP GFP	smiles
46	2%	Cc1ccc(NC(=O)CNC(=O)CC23CC4CC(CC(C4)C2)C3)c(O)c1
47	0%	CCCCN(C(=O)c1ccc(S(=O)(=O)N2CCC(C)CC2)cc1)C1CCS(=O)(=O)C1 (stereo not given)
48	-1%	CCN1C(=O)[C@H]2[C@@H](c3ccc(-c4ccccc4)cc3)N[C@@](C)(C(=O)OC)[C@H]2C1=O
49	-11%	O=C(COC(=O)CCNS(=O)(=O)c1ccccc1F)Nc1nnc(-c2ccccc2)o1
50	-9%	CSCCC(NC(=O)c1ccccc1Br)C(=O)NNC(=O)c1csc(N2CCOCC2)n1 (stereo not given)
51	-8%	Cc1csc(=O)n1CC(=O)OCC(=O)c1c(N)n(CC(C)C)c(=O)n(C)c1=O
52	1%	CCNc1nc(NCC)n2c(SCC(=O)Nc3ccccc3Cl)nnc2n1
53	-5%	CCN1CCN(S(=O)(=O)c2ccc(Cl)c(C(=O)NCCc3ccccc3)c2)CC1
54	0%	Cn1cccc1C(=O)NNC(=O)COc1ccc(Br)cc1
55	-5%	Cc1ccc(S(=O)(=O)NC(CC(C)C)C(=O)Nc2ccncc2)cc1 (stereo not given)
56	12%	O=C(c1cccc(S(=O)(=O)N2CCN(c3ccccc3)CC2)c1)N1CCCC(C(F)(F)F)C1 (stereo not given)
57	-4%	CC(=O)Nc1ccc(S(=O)(=O)NC2CC(=O)N(c3ccc(C)cc3)C2)cc1 (stereo not given)
58	3%	CCCCN(C(=O)C1CC(=O)N(CCc2ccc(OC)c(OC)c2)C1)c1c(N)n(CCCC)c(=O)[nH]c1=O (stereo not given)
59	-3%	CCN(CC(=O)NCc1ccco1)S(=O)(=O)c1ccc(OC)cc1
60	-3%	Cc1cc(C)c(OCC(=O)Nc2ccc(S(=O)(=O)N3CCCC3)cc2)c(C)c1

(next part)
nr	Salmonella PhoP GFP	smiles
61	-5%	CCOc1ccc(OCC(=O)OCC(=O)NNC(=O)c2ccc([N+](=O)[O-])cc2)cc1
62	-3%	Cc1ccc(NC(=O)C(=O)NCC2CCCN2S(=O)(=O)c2cccs2)c(C)c1 (stereo not given)
63	-5%	CCN(CC)S(=O)(=O)c1cc(NC(=O)C2=COCCO2)ccc1Cl
64	1%	C/C(=N\OCC(=O)OCC(=O)N(Cc1ccccc1)C(C)(C)C)c1ccc2c(c1)OCO2
65	8%	NS(=O)(=O)c1cc(Cl)c(Cl)c(S(N)(=O)=O)c1
66	-7%	COc1ccc(C(=O)OCC(=O)c2ccc(Br)s2)c(OC)c1
67	-4%	Cc1cccnc1NC(=O)CCCNC(=O)c1ccc(Cl)cc1
68	-4%	CCOc1ccc(S(=O)(=O)Nc2cccc(C(=O)N3CCN(c4cccc(OC)c4)CC3)c2)cc1
69	7.4µM*	CO[C@H]1/C=C/O[C@@]2(C)Oc3c(C)c(O)c4c(O)c(c(C=NN5CCN(C)CC5)c(O)c4c3C2=O)NC(=O)/C(C)=C\C=C\[C@H](C)[C@H](O)[C@@H](C)[C@@H](O)[C@@H](C)[C@H](OC(C)=O)[C@@H]1C
70	6%	Cc1onc(-c2c(F)cccc2Cl)c1C(=O)Nc1cccc(S(=O)(=O)NC2=NCCC2)c1
71	-6%	CCc1ccc(N2CC(C(=O)N3CCN(c4ccccn4)CC3)CC2=O)cc1 (stereo not given)
72	1%	Cc1ccc(C)c(NC(=O)CN(C)C(=O)c2cc([N+](=O)[O-])ccc2N2CCOCC2)c1
73	9%	CCCOc1ccc(/C=C/C(=O)OCC(=O)N(C)c2c(N)n(Cc3ccccc3)c(=O)[nH]c2=O)cc1OCC
74	1%	O=C(OCCOc1ccc(Br)cc1)c1ccc(Cl)c(S(=O)(=O)N2CCOCC2)c1
75	9%	O[C@@H](c1cc(C(F)(F)F)nc2c(C(F)(F)F)cccc12)[C@H]1CCCCN1

Retrieved one by one from the entries so far, 3 records:
nr	Salmonella PhoP GFP	smiles
62	-3%	Cc1ccc(NC(=O)C(=O)NCC2CCCN2S(=O)(=O)c2cccs2)c(C)c1 (stereo not given)
70	6%	Cc1onc(-c2c(F)cccc2Cl)c1C(=O)Nc1cccc(S(=O)(=O)NC2=NCCC2)c1
71	-6%	CCc1ccc(N2CC(C(=O)N3CCN(c4ccccn4)CC3)CC2=O)cc1 (stereo not given)

(cont.)
nr	Salmonella PhoP GFP	smiles
76	-1%	N#Cc1ccccc1OCC(=O)N(C1CCCCC1)C1CCS(=O)(=O)C1 (stereo not given)
77	8%	CCc1noc(C)c1C(=O)Nc1cc(C(F)(F)F)ccc1-n1cncn1
78	-7%	CCN(CC(=O)Nc1c(F)cccc1F)C(=O)c1cc(S(=O)(=O)N2CCOCC2)ccc1N1CCCC1
79	-9%	CCc1cc(C(=O)NCC(c2cccs2)N2CCOCC2)sc1C (stereo not given)
80	-3%	CN(C)C(=O)N=NC(=O)N(C)C
81	0%	CCN(CC(=O)Nc1ccc(NC(C)=O)cc1)C(=O)c1cc(CN2C(=O)c3ccccc3C2=O)ccc1OC
82	1%	CN(C)S(=O)(=O)c1cccc(NC(=O)CCCc2nc3ccccc3c(=O)[nH]2)c1
83	-5%	O=C(NC1CC1)c1sc2cc(Cl)ccc2c1Cl
84	6%	Cc1cc(Cl)ccc1NC(=O)CN1C(=O)NC2(CCCc3ccccc32)C1=O (stereo not given)
85	9%	Cc1cccc(C(=O)OCC(=O)c2c(N)n(CC(C)C)c(=O)n(C)c2=O)c1O
86	8%	O=C(NC1CC(=O)N(c2ccccc2)C1)N1CCN(C(=O)c2ccco2)CC1 (stereo not given)
87	-1%	CCCCn1c(N)c(N(CCOC)C(=O)C2CCN(C(=O)c3ccc(F)cc3)CC2)c(=O)[nH]c1=O
88	5%	COc1cccc(C(=O)NCCS(=O)(=O)N2CCCC2)c1
89	-3%	CCc1ccc(C(=O)C(C)OC(=O)c2cccc(S(=O)(=O)N3CCOCC3)c2)cc1 (stereo not given)
90	-4%	CN(Cc1cccc(F)c1)C(=O)Cc1ccc(S(=O)(=O)N2CCOCC2)s1

A portion of the library; count on the stated rates, not on these rows.
